Assay outcomes: PubChem, Sanford-Burnham Center for Chemical Genomics
NALP3 yeast inh: blocks the NALP3 inflammasome reconstituted in yeast; inhibition, % at 10 µM; actives 0.39% (n = 330,000); Yeast reconstituted NLRP3/ASC/caspase-1, beta-gal luminescence, 24 h; AID 2825;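 active = inhibition of 50% or more; inactive = inhibition below 50%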;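 also: plate controls were induced DMSO wells for no effect and uninduced yeast grown without galactose for full effect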
mIAP activ: increases mouse intestinal alkaline phosphatase activity; AID 2805; activation factor at 10 µM; actives 0.24% (n = 330,000); muIAP, CDP-Star luminescence, 30 min; hits give high values; 1 = vehicle-only enzyme signal, 0 = enzyme-free wells;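 active = activation factor of at least 2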; also: the source names both 10 and 20 µM as test concentration; values of inactives mirror those of a sister screen read the other way
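Assay system: mouse IAP enzyme / Compound: DMSO-dissolved test compounds / Timing: 30 min, room temperature / Measured by: luminescence from enzymatic CDP-Star hydrolysis / Control set: DMSO-only wells, enzyme-free buffer wells as negative control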
Apaf1 inhib: inhibitors of human Apaf-1 apoptosome; O14727; reconstituted apoptosome caspase-3 activity, DEVD-Rh110 fluorescence; inhibition, % at 20 µM; actives 0.71% (n = 330,000); active = inhibition of at least 40% at 20 µM;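 also: plate controls were DMSO wells for no effect and DEVD-CHO caspase inhibitor wells for full effect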
Target sequence (O14727 whole entry, looked up): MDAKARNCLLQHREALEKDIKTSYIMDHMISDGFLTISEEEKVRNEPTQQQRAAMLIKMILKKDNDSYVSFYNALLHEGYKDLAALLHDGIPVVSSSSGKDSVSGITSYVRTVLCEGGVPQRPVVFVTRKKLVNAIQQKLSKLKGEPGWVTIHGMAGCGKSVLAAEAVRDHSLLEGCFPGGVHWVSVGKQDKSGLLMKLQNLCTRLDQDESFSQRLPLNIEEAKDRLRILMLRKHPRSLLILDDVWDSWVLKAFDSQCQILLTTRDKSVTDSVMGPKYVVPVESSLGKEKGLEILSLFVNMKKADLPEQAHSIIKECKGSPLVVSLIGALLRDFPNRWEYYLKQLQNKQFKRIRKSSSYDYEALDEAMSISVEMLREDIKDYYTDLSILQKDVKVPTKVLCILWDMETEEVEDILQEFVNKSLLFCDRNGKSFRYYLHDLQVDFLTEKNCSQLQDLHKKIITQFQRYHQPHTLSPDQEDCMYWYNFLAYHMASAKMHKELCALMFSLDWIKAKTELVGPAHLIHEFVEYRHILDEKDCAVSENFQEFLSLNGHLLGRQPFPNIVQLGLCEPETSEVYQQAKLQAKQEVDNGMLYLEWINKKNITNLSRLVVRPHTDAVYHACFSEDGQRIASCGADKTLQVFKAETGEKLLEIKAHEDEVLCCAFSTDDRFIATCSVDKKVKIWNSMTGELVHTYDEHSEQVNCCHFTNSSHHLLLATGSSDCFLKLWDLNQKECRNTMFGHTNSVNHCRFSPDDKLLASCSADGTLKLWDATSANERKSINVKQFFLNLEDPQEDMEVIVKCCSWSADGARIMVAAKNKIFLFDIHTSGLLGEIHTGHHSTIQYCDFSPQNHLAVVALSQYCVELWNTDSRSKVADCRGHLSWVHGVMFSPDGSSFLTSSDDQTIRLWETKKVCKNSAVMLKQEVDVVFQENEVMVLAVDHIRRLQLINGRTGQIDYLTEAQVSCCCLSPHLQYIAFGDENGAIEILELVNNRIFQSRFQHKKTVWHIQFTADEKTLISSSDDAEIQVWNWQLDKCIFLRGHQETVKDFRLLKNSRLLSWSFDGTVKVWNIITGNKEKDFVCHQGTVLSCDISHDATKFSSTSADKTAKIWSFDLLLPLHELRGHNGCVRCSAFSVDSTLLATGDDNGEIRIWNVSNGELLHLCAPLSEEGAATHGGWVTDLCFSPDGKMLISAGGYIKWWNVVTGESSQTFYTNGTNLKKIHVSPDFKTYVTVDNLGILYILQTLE
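Material: reconstituted apoptosome with Apaf-1, cytochrome c, caspase-9, procaspase-3, dATP / Buffer or medium: pH 7.5 Hepes buffer with CHAPS, BSA, DTT / Also added: cytochrome c with DEVD-Rh110 / Schedule: compound with Apaf-1, dATP, procaspase-3 30 min, then 50 min reaction, room temperature / Technique: rhodamine 110 fluorescence at Ex 480/Em 540 nm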
mIAP inh: mouse IAP inhibition. actives 0.2% (n = 330,000). purified mouse IAP, CDP-Star luminescence, 30 min. inhibition, % at 10 µM;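 active = inhibition of at least 40% at 10 µM in the primary screen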;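 also: plate controls were DMSO with enzyme for no effect and no enzyme wells for full effect; values of inactives mirror those of a sister screen read the other way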
hIAP activ: increases human intestinal alkaline phosphatase activity; P09923; activation factor at 10 µM; AID 2524; actives 0.16% (n = 330,000); purified human IAP, CDP-Star luminescence, 30 min; hits give high values; 1 = vehicle-only enzyme, 0 = enzyme-free background;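 active = activation factor of the enzyme at least 2-fold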; also: the source names both 10 and 20 µM as test concentration; values of inactives mirror those of a sister screen read the other way
hIAP block: human IAP inhibition | inhibition, % at 10 µM | purified IAP, CDP-Star luminescence, 30 min | P09923 | actives 0.12% (n = 330,000) | AID 2544;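 active = inhibition reaching a set limit with compound at 10 µM in the primary screen, cut at about 35% in these data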;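 also: plate controls were DMSO wells with enzyme for no effect and no-enzyme buffer wells for full effect; values of inactives mirror those of a sister screen read the other way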
tim10-1 inh: inhibits growth of tim10-1 mutant yeast; inhibition, % at 20 µM; S. cerevisiae tim10-1 ts strain growth, BacTiter-Glo, 24 h; actives 2.2% (n = 330,000);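 active = inhibition of at least 40%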;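 also: mutant grown at 25 °C; 0% = DMSO wells with yeast and 100% = wells holding no yeast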
ATG4B inh: inhibitors of human ATG4B cysteine protease; Q9Y4P1; ATG4B cleavage of LC3-PLA2, NBD-HPC fluorescence, 1 h; inhibition, % at 8.33 µM; actives 0.51% (n = 340,000); AID 504462; in the data active = inhibition above about 40%
TIM10 inh: TIM10 yeast growth inhibition; S. cerevisiae TIM10 strain growth, BacTiter-Glo luminescence, 24 h; inhibition, % at 10 µM; actives 1.4% (n = 330,000);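 active = inhibition of 40% or more at the single tested concentration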;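 also: wild-type TIM10 isogenic control strain grown at permissive 25 °C; 0% = DMSO yeast wells and 100% = minimal medium wells without yeast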
The depositor's hits bear a star.

`Cc1ccnc(N2CCC(C(=O)NCc3ccc4c(c3)OCO4)CC2)n1` gave NALP3 yeast inh -7, mIAP activ 1.1, Apaf1 inhib 1, mIAP inh -8, hIAP activ 1.2, hIAP block -19, tim10-1 inh 13, ATG4B inh 3 and TIM10 inh -12.
Screening C/C=C(\C)C(=O)Nc1cccc(C2=NOC3(C2)C[C@@H](C(N)=O)N(C(=O)/C(C)=C/C)C3)c1 (some centres undefined) returned NALP3 yeast inh 16, mIAP activ 1, Apaf1 inhib -8, mIAP inh -4, hIAP activ 0.93, hIAP block 7, tim10-1 inh -4, ATG4B inh -12 and TIM10 inh 1.
`C[C@H](NC(=O)c1ccccc1Cl)C(=O)NCCc1ccc(S(N)(=O)=O)cc1` gave NALP3 yeast inh 17, mIAP activ 1, Apaf1 inhib -2, mIAP inh -1, hIAP activ 0.94, hIAP block 6, tim10-1 inh -16, ATG4B inh 3 and TIM10 inh -1.
Screening CC(C)(CC(=O)O)CC(=O)Nc1ccc(Oc2ccc(C(C)(C)C)cc2)nc1 returned NALP3 yeast inh 13, mIAP activ 0.99, Apaf1 inhib -2, mIAP inh 1, hIAP activ 1.1, hIAP block -8, tim10-1 inh -11, ATG4B inh 9 and TIM10 inh -11.
Cc1cccc(N2CCN(C3=NC(=O)C(Cc4ccccc4)S3)CC2)c1 (centres undefined) was read as NALP3 yeast inh -4, mIAP activ 1.1, Apaf1 inhib 23, mIAP inh -6, hIAP activ 1.1, hIAP block -10, tim10-1 inh 39, ATG4B inh -9 and TIM10 inh 8.
Screening COCCn1c(=NC(=O)c2ccc(S(=O)(=O)N3CCc4ccccc4C3)cc2)sc2cc(OC)ccc21 returned NALP3 yeast inh 18, mIAP activ 0.75, Apaf1 inhib 2, mIAP inh 25, hIAP activ 0.89, hIAP block 11, tim10-1 inh 12, ATG4B inh -5 and TIM10 inh -3.
`Cc1nc(NC(=O)/C=C/c2ccco2)sc1C` gave NALP3 yeast inh 23, mIAP activ 0.91, Apaf1 inhib 9, mIAP inh 9, hIAP activ 1.1, hIAP block -7, tim10-1 inh 12, ATG4B inh -1 and TIM10 inh -20.
For Cc1ccc(C2=C(c3ccc([N+](=O)[O-])cc3)C(=O)OC2)cc1C the results were NALP3 yeast inh -3, mIAP activ 0.98, Apaf1 inhib 16, mIAP inh 2, hIAP activ 1, hIAP block -1, tim10-1 inh 27, ATG4B inh 17 and TIM10 inh 8.
For Cc1ccc(-n2nnnc2SCn2nnc3ccccc3c2=O)c(C)c1 the results were NALP3 yeast inh 21, mIAP activ 0.97, Apaf1 inhib 13, mIAP inh 3, hIAP activ 1, hIAP block -5, tim10-1 inh 37, ATG4B inh -7 and TIM10 inh 13.
C/C(Cc1ccccc1)=N\NC(=O)CNC(=O)c1cccc(Cl)c1 was read as NALP3 yeast inh 15, mIAP activ 1.1, Apaf1 inhib -7, mIAP inh -7, hIAP activ 1.7, hIAP block -69, tim10-1 inh -16, ATG4B inh -2 and TIM10 inh -20.
Screening COc1ccc(S(=O)(=O)NC(N)=NCCc2ccccc2)cc1 returned NALP3 yeast inh 19, mIAP activ 1.1, Apaf1 inhib 5, mIAP inh -9, hIAP activ 1, hIAP block -2, tim10-1 inh 15, ATG4B inh 0 and TIM10 inh -5.
Screening CCN1C(=O)c2ccccc2S(=O)(=O)c2ccc(C(=O)NCCCN(CC(C)C)CC(C)C)cc21 returned NALP3 yeast inh 12, mIAP activ 1, Apaf1 inhib 6, mIAP inh -2, hIAP activ 0.91, hIAP block 9, tim10-1 inh 19, ATG4B inh 0 and TIM10 inh 8.
`COc1ccccc1N1CCN(CC(=O)N2N=CCC2c2ccccc2)CC1` (centres undefined) gave NALP3 yeast inh 7, mIAP activ 0.95, Apaf1 inhib -15, mIAP inh 5, hIAP activ 1, hIAP block -4, tim10-1 inh 17, ATG4B inh -9 and TIM10 inh -5.
Screening COc1ccccc1-n1cnc2c(c1=O)c1nc3ccccc3nc1n2-c1ccc(C)cc1 returned NALP3 yeast inh -4, mIAP activ 0.82, Apaf1 inhib 9, mIAP inh 18, hIAP activ 0.93, hIAP block 7, tim10-1 inh 39, ATG4B inh 23 and TIM10 inh 46*.
Screening COCc1cc(CN(C)C(=O)C2CCC(=O)N(Cc3cccc(OC)c3)C2)[nH]n1 (centres undefined) returned NALP3 yeast inh -5, mIAP activ 1.1, Apaf1 inhib -10, mIAP inh -5, hIAP activ 1, hIAP block 0, tim10-1 inh -3, ATG4B inh 6 and TIM10 inh -6.
Screening CCCSc1nsc(NC(=O)CCC)n1 returned NALP3 yeast inh 28, mIAP activ 1, Apaf1 inhib 8, mIAP inh -1, hIAP activ 0.97, hIAP block 3, tim10-1 inh -2, ATG4B inh -2 and TIM10 inh -17.
For CC1CC(NC(=O)c2cc3c(=O)n4ccccc4nc3n2C)CC(C)(C)C1 (centres undefined) the results were NALP3 yeast inh -2, mIAP activ 1.2, Apaf1 inhib 1, mIAP inh -20, hIAP activ 1.2, hIAP block -21, tim10-1 inh 17, ATG4B inh -1 and TIM10 inh 15.
For Cc1cc2cc(CCNC(=O)c3ccc(Br)o3)c(=O)[nH]c2cc1C the results were NALP3 yeast inh 22, mIAP activ 1, Apaf1 inhib -3, mIAP inh -2, hIAP activ 1.2, hIAP block -18, tim10-1 inh -18, ATG4B inh -6 and TIM10 inh -62.
`COc1ccc(OCC(=O)O/N=C(\N)c2ccc(OC)cc2)cc1` gave NALP3 yeast inh 43, mIAP activ 0.98, Apaf1 inhib 5, mIAP inh 2, hIAP activ 1, hIAP block -2, tim10-1 inh 4, ATG4B inh 2 and TIM10 inh 4.
For O=C(NC1=NCCS1)c1ccc(Cl)c(S(=O)(=O)N2CCCCC2)c1 the results were NALP3 yeast inh 9, mIAP activ 0.69, Apaf1 inhib 9, mIAP inh 32, hIAP activ 0.91, hIAP block 9, tim10-1 inh 19, ATG4B inh -12 and TIM10 inh 0.

The final three records of the section above open the next one:
For Cc1cc2cc(CCNC(=O)c3ccc(Br)o3)c(=O)[nH]c2cc1C the results were NALP3 yeast inh 22, mIAP activ 1, Apaf1 inhib -3, mIAP inh -2, hIAP activ 1.2, hIAP block -18, tim10-1 inh -18, ATG4B inh -6 and TIM10 inh -62.
`COc1ccc(OCC(=O)O/N=C(\N)c2ccc(OC)cc2)cc1` gave NALP3 yeast inh 43, mIAP activ 0.98, Apaf1 inhib 5, mIAP inh 2, hIAP activ 1, hIAP block -2, tim10-1 inh 4, ATG4B inh 2 and TIM10 inh 4.
For O=C(NC1=NCCS1)c1ccc(Cl)c(S(=O)(=O)N2CCCCC2)c1 the results were NALP3 yeast inh 9, mIAP activ 0.69, Apaf1 inhib 9, mIAP inh 32, hIAP activ 0.91, hIAP block 9, tim10-1 inh 19, ATG4B inh -12 and TIM10 inh 0.
`CC(C)c1ccc(OCC(=O)N(Cc2ccco2)C2CCS(=O)(=O)C2)cc1` (centres undefined) gave NALP3 yeast inh -11, mIAP activ 1.1, Apaf1 inhib 14, mIAP inh -13, hIAP activ 1.1, hIAP block -6, tim10-1 inh 14, ATG4B inh -16 and TIM10 inh -5.
For CCOc1ccc(/C=N/NC(=O)CCC(=O)Nc2ccc(F)cc2)cc1 the results were NALP3 yeast inh 0, mIAP activ 0.94, Apaf1 inhib 1, mIAP inh 6, hIAP activ 0.92, hIAP block 8, tim10-1 inh -32, ATG4B inh 1 and TIM10 inh -1.
O=C(CCC1CCCCC1)Nc1c2c(nn1-c1ccc(F)cc1)CS(=O)(=O)C2 was read as NALP3 yeast inh 5, mIAP activ 1.3, Apaf1 inhib 4, mIAP inh -29, hIAP activ 0.83, hIAP block 17, tim10-1 inh 15, ATG4B inh -2 and TIM10 inh 0.
COc1ccc(C(=O)NNC2=CC(=O)CC(C)(C)C2)cc1OC was read as NALP3 yeast inh 6, mIAP activ 1.1, Apaf1 inhib -8, mIAP inh -6, hIAP activ 0.96, hIAP block 4, tim10-1 inh -11, ATG4B inh -8 and TIM10 inh 12.
CCOc1ccc(OCCn2c(=S)[nH]c3ccccc32)cc1 was read as NALP3 yeast inh 35, mIAP activ 0.92, Apaf1 inhib 10, mIAP inh 8, hIAP activ 1, hIAP block -1, tim10-1 inh 22, ATG4B inh 1 and TIM10 inh 37.
For CC(NC(=O)CN1CCN(Cc2cccc(F)c2)CC1)c1ccccc1 (centres undefined) the results were NALP3 yeast inh 19, mIAP activ 1, Apaf1 inhib 1, mIAP inh -4, hIAP activ 0.9, hIAP block 10, tim10-1 inh -19, ATG4B inh -2 and TIM10 inh -7.
For CC(=O)c1cccc(S(=O)(=O)NC2CCCCCC2)c1 the results were NALP3 yeast inh 11, mIAP activ 1, Apaf1 inhib 14, mIAP inh -2, hIAP activ 1.2, hIAP block -15, tim10-1 inh 29, ATG4B inh 4 and TIM10 inh -4.
Screening C/C=C/c1ccc(OCC(=O)OCc2csc(CC(=O)Nc3ccccc3C)n2)c(OC)c1 returned NALP3 yeast inh 14, mIAP activ 0.97, Apaf1 inhib 8, mIAP inh 3, hIAP activ 0.96, hIAP block 4, tim10-1 inh 2, ATG4B inh -3 and TIM10 inh 1.
`N#Cc1c(-c2ccccc2)nc(N2CCOCC2)[nH]c1=O` gave NALP3 yeast inh 16, mIAP activ 1, Apaf1 inhib 5, mIAP inh -4, hIAP activ 0.62, hIAP block 38*, tim10-1 inh 10, ATG4B inh 4 and TIM10 inh -3.
For CCc1ccccc1NC(=O)CSc1nnc(-c2ccco2)n1N the results were NALP3 yeast inh 9, mIAP activ 0.99, Apaf1 inhib 3, mIAP inh 1, hIAP activ 0.93, hIAP block 7, tim10-1 inh 6, ATG4B inh 4 and TIM10 inh -1.
O=S(=O)(c1cc(F)cc(F)c1)N1CCN(c2ncccn2)CC1 was read as NALP3 yeast inh 4, mIAP activ 1, Apaf1 inhib 6, mIAP inh -2, hIAP activ 0.95, hIAP block 5, tim10-1 inh 11, ATG4B inh -5 and TIM10 inh -14.
For O=C(c1ccco1)N1CCN(c2ncnc3sc4c(c23)CCC4)CC1 the results were NALP3 yeast inh 9, mIAP activ 1.1, Apaf1 inhib 6, mIAP inh -5, hIAP activ 0.84, hIAP block 16, tim10-1 inh 29, ATG4B inh 22 and TIM10 inh 2.
Screening O=C(/C=C/c1ccc(-c2ccccc2)o1)c1ccccc1 returned NALP3 yeast inh 15, mIAP activ 0.96, Apaf1 inhib 3, mIAP inh 3, hIAP activ 0.86, hIAP block 14, tim10-1 inh 40, ATG4B inh -4 and TIM10 inh 54*.
Screening Cc1cc2oc(=O)cc(CN(C)Cc3cccc(F)c3)c2cc1C returned NALP3 yeast inh 23, mIAP activ 1.1, Apaf1 inhib 19, mIAP inh -12, hIAP activ 0.89, hIAP block 11, tim10-1 inh 0, ATG4B inh -1 and TIM10 inh 1.
Screening CC(C)[N+]1(C)[C@@H]2CC[C@@H]1CC(OC(=O)C(CO)c1ccccc1)C2 (some centres undefined) returned NALP3 yeast inh 13, mIAP activ 0.98, Apaf1 inhib -12, mIAP inh 2, hIAP activ 0.94, hIAP block 6, tim10-1 inh -15, ATG4B inh 2 and TIM10 inh 0.
Screening COc1ccc(C(=O)CSc2nnc(Cc3ccccc3)o2)cc1 returned NALP3 yeast inh -5, mIAP activ 0.93, Apaf1 inhib 9, mIAP inh 8, hIAP activ 0.89, hIAP block 11, tim10-1 inh 2, ATG4B inh 0 and TIM10 inh 6.
